ARFGAP1 inh = inhibitors of rat ARFGAP1. Q62848. Arfgap1-stimulated ARF1 GTP hydrolysis, GDP FP detection. inhibition, % at 16.5 µM. actives 0.26% (n = 360,000). AID 651572;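 active = inhibition above a per-plate limit, mean inhibition of low control wells plus 3 SD, cut at about 25% in these data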;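 also: 0% = DMSO wells with enzyme and 100% = wells lacking Arfgap1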
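Replicates: Single well per compound | Assay system: Truncated rat Arfgap1 GAP domain | Control set: No-Arfgap1 wells (100%) versus DMSO full-reaction wells (0%) | Times: Enzyme reaction 120 min at 25 °C after 20 min preincubation | Reagent: Human ARF1(Δ1-17)-GTP substrate | Measured by: Tracer-displacement fluorescence polarization with EDTA stop, 620/688 nm | Measure: Percent inhibition of Arfgap1-stimulated GTP hydrolysis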
ABHD4 inh = ABHD4 (mouse) inhibition, primary FP screen; Q8VD66; purified mABHD4, FP-Rh probe fluorescence polarization; inhibition, % at 8.92 µM; actives 0.54% (n = 370,000);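 active = inhibition exceeding the mean over every tested compound plus 3 SD, cut at about 30% in these data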;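 also: 0% = plate median of compound wells and 100% = S159A mutant with DMSO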
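Doses – 8.92 µM, single dose · Material – wild-type mouse ABHD4 protein · Replication – single well per compound (singlicate) · Measure – percent inhibition of probe binding, normalized to plate controls · Schedule – 45 min compound pre-incubation plus 60 min probe step, 25 °C · Detection – fluorescence polarization with parallel and perpendicular emission, 525/598 nm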
NR1D1 modulator = Rev-erb alpha (human) modulation | activity, % at 10 µM | actives 0.79% (n = 370,000) | Rev-erbα–FITC-DNA binding, fluorescence polarization, 90 min | P20393;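 active = activity above about 14%, limit read from the data; passing the limit was not always enough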;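 also: 0% = DMSO wells with 35 nM protein and 100% = DMSO wells with 750 nM protein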
GC-B act = GC-B (human) receptor activation; P20594; HEK293-GC-B cells, CNP EC30, cGMP TR-FRET; 0% at EC30 CNP, 100% saturating CNP; activation, % at 10 µM; actives 0.11% (n = 370,000); AID 1920062;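 active = activation at 10 µM reaching about 35% in either raw or pattern-adjusted values, limit read from the data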
Target sequence (P20594 whole entry, looked up): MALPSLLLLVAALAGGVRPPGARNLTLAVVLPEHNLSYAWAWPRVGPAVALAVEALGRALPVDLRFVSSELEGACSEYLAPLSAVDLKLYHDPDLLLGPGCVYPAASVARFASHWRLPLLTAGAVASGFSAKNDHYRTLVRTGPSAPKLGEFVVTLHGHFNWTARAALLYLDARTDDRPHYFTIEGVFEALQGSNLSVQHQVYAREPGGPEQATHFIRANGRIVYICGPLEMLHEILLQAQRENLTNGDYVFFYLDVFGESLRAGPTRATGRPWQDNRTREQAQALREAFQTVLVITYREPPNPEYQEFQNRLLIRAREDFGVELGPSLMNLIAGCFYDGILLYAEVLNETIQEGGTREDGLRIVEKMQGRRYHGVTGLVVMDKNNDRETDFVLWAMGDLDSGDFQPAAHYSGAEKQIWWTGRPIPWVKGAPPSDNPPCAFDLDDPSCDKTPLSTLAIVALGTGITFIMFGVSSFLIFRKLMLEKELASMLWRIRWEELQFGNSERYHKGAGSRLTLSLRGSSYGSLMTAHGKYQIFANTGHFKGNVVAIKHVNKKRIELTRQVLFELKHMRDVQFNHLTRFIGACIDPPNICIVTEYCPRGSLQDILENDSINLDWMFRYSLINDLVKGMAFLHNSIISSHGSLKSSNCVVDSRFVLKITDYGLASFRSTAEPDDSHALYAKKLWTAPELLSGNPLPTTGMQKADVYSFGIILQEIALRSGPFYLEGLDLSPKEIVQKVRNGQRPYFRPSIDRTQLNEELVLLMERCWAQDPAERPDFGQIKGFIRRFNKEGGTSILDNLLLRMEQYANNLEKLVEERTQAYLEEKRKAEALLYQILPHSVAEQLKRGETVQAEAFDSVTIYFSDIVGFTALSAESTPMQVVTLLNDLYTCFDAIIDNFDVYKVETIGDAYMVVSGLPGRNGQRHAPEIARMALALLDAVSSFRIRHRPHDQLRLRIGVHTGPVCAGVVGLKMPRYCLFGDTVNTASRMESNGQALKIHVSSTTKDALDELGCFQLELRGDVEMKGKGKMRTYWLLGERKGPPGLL
SMARCA2 activ = increases SMARCA2 function in MMTV reporter cells; MG213 cells, MMTV-luciferase reporter, dexamethasone, overnight; activation, % at 9.1 µM; actives 1% (n = 370,000); AID 652017; in the data active = activation above about 7.8%;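 also: 0% = vehicle wells and 100% = reference activator wells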
HTRA1 inhibitor = inhibitors of human serine peptidase HTRA1; inhibition, % at 5.96 µM; recombinant HTRA1, FP-rhodamine activity-based probe, fluorescence polarization; actives 0.5% (n = 340,000); in the data active = inhibition above about 36%;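 also: 0% = enzyme with DMSO and 100% = wells lacking enzyme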
rCAG binder = molecules binding r(CAG) RNA repeats; inhibition, % at 3 µM; actives 1.3% (n = 370,000); r(CAG) RNA repeat, TO-PRO-1 dye displacement fluorescence;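 active = inhibition above the plate cutoff, the mean of all test compounds on that plate plus 3 SD, cut at about 35% in these data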;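 also: 0% = DMSO alone and 100% = 100 µM mitoxantrone as full dye displacement; higher means more dye released from RNA so lower well fluorescence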
ASAP1 GAP inh = blocks human ASAP1-stimulated Arf1 GTP hydrolysis; Q9ULH1; GDP FP detection; inhibition, % at 16.5 µM; actives 0.19% (n = 360,000); in the data active = inhibition above about 25%;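 also: 0% = vehicle with enzyme and substrate and 100% = no enzyme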
PG9 Ab binder = small molecules binding HIV-1 gp120 antibody PG9. TR-FRET gp120-PG9 antibody binding. inhibition, % at 6.7 µM. actives 0.43% (n = 360,000). AID 624416; in the data active = inhibition above about 8.5%
NPR1 activator = GC-A (human) enzyme activation | P16066 | AID 1671463 | actives 0.14% (n = 370,000) | HEK293 GC-A cells, cGMP TR-FRET, EC30 ANP; 0% at EC30 ANP, 100% saturating ANP | activation, % at 10 µM; in the data active = activation above about 40%
The depositor's hits bear a star; . = not tested or not shown. Compounds were not picked by outcome. About 4.4% of those tested had a hit in this group.

SMILES	ARFGAP1 inh	ABHD4 inh	NR1D1 modulator	GC-B act	SMARCA2 activ	HTRA1 inhibitor	rCAG binder	ASAP1 GAP inh	PG9 Ab binder	NPR1 activator
Cc1nc2c(C)cccn2c(=O)c1NC(=O)COc1ccccc1	-6	-1	-5	3	0	6	-4	-3	-1.9	0
Cc1cc(C)cc(NC(=O)CN2CCN(c3ncccn3)CC2)c1	-1	0	-6	3	-2	3	-8	1	0.4	4
CCOC(=O)c1[nH]c2ccc(OC)cc2c1NC(=O)c1ccccc1C(=O)O	2	11	-4	-7	-1	4	-3	-6	-22	-4
CCOC(=O)c1c(NC(=O)COc2ccccc2C#N)sc2c1CC(C)(C)NC2(C)C	8	15	-4	10	1	-11	-7	-5	-0.1	3
CCn1c(SCC(=O)c2c(N)n(C3CC3)c(=O)[nH]c2=O)nnc1-c1ccccc1OC	-10	7	-3	5	0	5	-2	-2	-0.3	-1
O=C(CN1CCN(C(=O)N2CCCCC2)CC1)Nc1ccc(F)cc1	18	0	0	6	0	6	-4	2	0.8	9
O=C(Cn1ccc(C(F)(F)F)n1)N/N=C/c1ccc2c(c1)OCO2	-4	-1	6	1	-2	-4	-1	-5	-1.6	2
COCC(=O)NCCc1ccc(S(N)(=O)=O)cc1	-1	4	-5	2	-2	1	-2	2	-0.5	-3
CC(=O)N(CCC1(c2ccc(C)cc2)CCOC(C(C)C)C1)Cc1ccco1 (stereo unspecified)	8	0	8	-13	3	-7	-6	3	-2.4	-16
CCC(Cc1ccccc1)NC(=O)CCc1ccccc1 (stereo unspecified)	-6	-5	2	-2	-1	-6	-2	0	-1.9	1
O=C(NC1CCCCC1)C1CCC(=O)N(C2CC2)C1 (stereo unspecified)	-4	-4	2	3	-3	1	-3	0	-1.3	3
CC(=O)Nc1cccc(NC(=O)Cc2ccc3ccccc3c2)c1	-4	3	-5	5	-2	-20	5	1	-1.5	-4
O=C(Cc1ccccc1)Nc1ccccc1C(=O)N1CCN(c2ccccc2)CC1	-3	8	-1	3	-2	3	-10	1	-1.6	3
Cc1cccc(NC(=O)C(=O)NCCc2c[nH]c3ccccc23)c1C	-7	-3	8	-6	-3	2	0	14	-0.3	0
CN1C(=O)NC2(O)C(=O)c3ccccc3C12O (stereo unspecified)	-1	-9	-3	4	-2	5	4	0	-1.5	3
COC(=O)C1=C(O)/C(=C\c2ccc(CNS(=O)(=O)c3ccccc3)o2)N=C1C	10	32*	-7	-3	2	8	31	-4	-11	-7
CC(C)COc1cccc(-c2cc(C(=O)Nc3ccon3)c3ccccc3n2)c1	15	-9	4	4	0	-43	14	-1	-1.8	3
Cc1cc(C(=O)C(=O)N(C)C)c(C)n1-c1ccc(Cl)cc1	-2	-1	2	-6	1	-3	-5	-16	-2.5	-2
O=C(COC(=O)c1cc(Cl)ccc1O)Nc1cc(C(F)(F)F)ccc1N1CCOCC1	13	-14	3	-1	-1	-30	4	15	0.4	-3
CCOc1cc(CNC2CCCC2)cc(Cl)c1OCc1ccccc1	4	20	3	-22	1	1	4	-8	-0.1	-24
Cc1ccc2c(c1)N(CCC(=O)NCCN1CCOCC1)C(=O)CO2	3	-4	4	6	-2	3	0	11	1.7	4
CCN(c1ccccc1)S(=O)(=O)c1ccc(Cl)c(C(=O)Nc2ccncc2)c1	2	-6	-2	-15	-6	-12	3	9	-0.3	-41
CCOc1ccc(S(=O)(=O)Nc2ccc(O)c(Sc3ncn[nH]3)c2)cc1	-6	-5	-1	-1	-4	4	9	-1	-1.7	-4
O=C(CCCOc1ccccc1)Nc1ccc(Br)cc1	4	-2	-4	0	1	1	1	-23	-1.9	-2
CC1CC(C)CN(CCOc2ccccc2-c2ccccc2)C1 (stereo unspecified)	3	4	6	1	5	1	-2	-1	0.6	-3
CCSC1(SCC)N=C(N)C2(C#N)C(c3ccc(F)cc3)C12C#N (stereo unspecified)	1	2	0	-4	7	-26	1	-1	4.3	-4
COc1ccc(-c2cc(C(F)F)nc(-n3nc(C)cc3C)n2)cc1	-15	-4	-5	9	1	-12	-7	2	-0.1	6
C=CCn1c(C)cc(C(=O)COC(=O)CCc2cc(OC)c(OC)c(OC)c2)c1C	1	0	-4	3	-3	-2	-3	8	0.9	1
CSc1ncc(C(=O)Nc2cccnc2)c(C(F)(F)F)n1	-11	1	3	4	5	4	8	-4	-2.4	4
Cc1ccccc1Nc1nc(N)nc(COC(=O)C2CCCCC2)n1	-12	0	0	1	0	-2	3	3	0.1	-5
C[N+](C)(C)CC=O	6	-7	9	5	2	-1	2	4	0.2	4
CN(C(=O)CN1C(=O)NC2(CCc3ccccc32)C1=O)C1CCS(=O)(=O)C1 (stereo unspecified)	-5	2	0	0	1	7	2	-5	0.9	6
COc1ccc(CCNc2ccc(C)cc2)cc1	13	-3	-6	3	-1	4	0	-7	2.7	-1
COC1=C(N)C(=O)c2nc(C)ccc2C1=O	21	8	-1	0	-2	10	7	18	-5.5	0
COc1ccccc1C(=O)COC(=O)CSC(C)C(=O)Nc1cc(C)on1 (stereo unspecified)	2	2	-5	-3	-2	-3	-6	5	-2.6	-3
Cc1cc(C)cc(-n2ncc3c2CCCC3NC(=O)c2cc(C)[nH]n2)c1 (stereo unspecified)	0	-8	0	-4	-2	-1	-4	4	1.4	-3
CN(C)c1ccc(C2Nc3ccccc3C(=O)N2NS(C)(=O)=O)cc1 (stereo unspecified)	8	2	-7	2	4	4	-2	-1	-3.5	-7
Clc1ccc2c(c1)-c1nnc(Br)n1-c1ccccc1S2	-9	-12	1	-15	-2	-10	3	-12	-0.3	-17
COc1ccc(/C=C2/C(=O)N(c3nc4ccccc4s3)N=C2CSc2ccc(Cl)cc2)cc1	3	21	-5	-7	2	31	71*	5	-6.3	-5
COc1cc(/C=C2\SC(=S)N(CCC(=O)NCCc3ccccc3)C2=O)cc(OC)c1OC	5	3	3	0	1	-5	2	-1	-0.7	-2
O=C(CSc1nc2cc(Cl)ccc2o1)N1CCOCC1	1	4	-2	1	2	-11	-3	-12	-3.2	-2
C(=C\N1CCCCCC1)/c1nnnn1-c1ccc(-c2ccccc2)cc1	11	-25	2	-5	-3	-64	17	2	1.1	2
O=C(Nc1nccs1)c1ccc(Br)o1	-3	8	-5	2	5	-1	0	-4	-0.1	4
NC(=O)CC(NC(=O)Cc1ccc(Br)cc1)c1ccc(NCc2cc(F)ccc2F)c([N+](=O)[O-])c1 (stereo unspecified)	-5	0	7	0	1	0	2	0	-0.5	0
Cc1csc(=O)n1CCC(=O)OCc1nnc(-c2ccc(Cl)cc2)o1	-13	-4	-6	-1	0	-1	-1	-5	0.5	0
COc1cc(OC)cc(C(=O)NCC(=O)Nc2ccc(OC)c(Cl)c2)c1	17	-2	2	-2	-2	-10	4	10	0.2	-3
Cc1ccc(NC(=O)COC(=O)c2ccc(OCc3c(C)noc3C)cc2)cc1S(=O)(=O)N1CCOCC1	6	-1	1	5	-3	-2	-2	5	0.5	-5
COc1cccc(C2CC(c3ccccc3OC)n3nc(N)nc3N2)c1 (stereo unspecified)	0	-17	0	-5	-1	3	1	7	-0.3	-3
Cc1ccc(CN2CCN(Cc3cccn3-c3nccs3)CC2CCO)cc1 (stereo unspecified)	4	5	-5	-6	1	-9	-11	-3	-0.7	-8
Oc1ccccc1-c1cncn1Cc1ccccc1	3	2	-3	-12	-2	6	-2	8	-0.3	-5
O=C(NC(=S)NC1CCCCCCCCCCC1)c1cccnc1	2	4	0	-11	4	3	0	5	0.3	-3
N#CCC(=O)N/N=C/c1cc(-c2ccccc2)n(-c2ccc(Cl)cc2)c1-c1ccccc1	7	0	0	1	-2	.	7	18	0.2	-6
OC[C@@H]1CN(Cc2ccccc2)C[C@H](n2cnc3c(N4CCN(c5ccccc5)CC4)ncnc32)O1	-2	2	-1	-5	-5	.	4	7	0.0	-3
O=S(=O)(c1cccc(-c2n[nH]c(=S)n2-c2ccc(OC(F)(F)F)cc2)c1)N1CCOCC1	-6	6	0	-7	6	11	15	-19	3.5	-3
Cc1oc2ccc(NS(=O)(=O)c3ccccc3)cc2c1C(=O)Nc1ccccc1	-6	-8	0	-3	1	-39	7	4	-2.3	-3

3 structures out of the list, ordered by length of the SMILES, descending:
SMILES	ARFGAP1 inh	ABHD4 inh	NR1D1 modulator	GC-B act	SMARCA2 activ	HTRA1 inhibitor	rCAG binder	ASAP1 GAP inh	PG9 Ab binder	NPR1 activator
C(=C\N1CCCCCC1)/c1nnnn1-c1ccc(-c2ccccc2)cc1	11	-25	2	-5	-3	-64	17	2	1.1	2
COc1ccc(CCNc2ccc(C)cc2)cc1	13	-3	-6	3	-1	4	0	-7	2.7	-1
O=C(Nc1nccs1)c1ccc(Br)o1	-3	8	-5	2	5	-1	0	-4	-0.1	4

Entries from the list above that have a Cl atom (10):
SMILES	ARFGAP1 inh	ABHD4 inh	NR1D1 modulator	GC-B act	SMARCA2 activ	HTRA1 inhibitor	rCAG binder	ASAP1 GAP inh	PG9 Ab binder	NPR1 activator
Cc1cc(C(=O)C(=O)N(C)C)c(C)n1-c1ccc(Cl)cc1	-2	-1	2	-6	1	-3	-5	-16	-2.5	-2
O=C(COC(=O)c1cc(Cl)ccc1O)Nc1cc(C(F)(F)F)ccc1N1CCOCC1	13	-14	3	-1	-1	-30	4	15	0.4	-3
CCOc1cc(CNC2CCCC2)cc(Cl)c1OCc1ccccc1	4	20	3	-22	1	1	4	-8	-0.1	-24
CCN(c1ccccc1)S(=O)(=O)c1ccc(Cl)c(C(=O)Nc2ccncc2)c1	2	-6	-2	-15	-6	-12	3	9	-0.3	-41
Clc1ccc2c(c1)-c1nnc(Br)n1-c1ccccc1S2	-9	-12	1	-15	-2	-10	3	-12	-0.3	-17
COc1ccc(/C=C2/C(=O)N(c3nc4ccccc4s3)N=C2CSc2ccc(Cl)cc2)cc1	3	21	-5	-7	2	31	71*	5	-6.3	-5
O=C(CSc1nc2cc(Cl)ccc2o1)N1CCOCC1	1	4	-2	1	2	-11	-3	-12	-3.2	-2
Cc1csc(=O)n1CCC(=O)OCc1nnc(-c2ccc(Cl)cc2)o1	-13	-4	-6	-1	0	-1	-1	-5	0.5	0
COc1cc(OC)cc(C(=O)NCC(=O)Nc2ccc(OC)c(Cl)c2)c1	17	-2	2	-2	-2	-10	4	10	0.2	-3
N#CCC(=O)N/N=C/c1cc(-c2ccccc2)n(-c2ccc(Cl)cc2)c1-c1ccccc1	7	0	0	1	-2	.	7	18	0.2	-6
